OXTR ag: human OXTR agonists, primary screen, fluorescence, CHO-OTR cells, Fluo-8 calcium. Oxytocin receptor (Homo sapiens), P30559. Fluo-8 calcium fluorescence; normalized: DMSO 0%, oxytocin 100%. activation, % at 3 µM. actives 0.32% (n = 320,000);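 active means activation above the mean of all tested compounds plus 3 SD, cutoff set per screening run, cut at about 20% in these data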;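 further: peak over basal fluorescence ratio from a 100 s FLIPR kinetic read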
OXTR potentiator: human OXTR potentiators, primary screen, fluorescence, CHO-OTR cells, Fluo-8 calcium. Oxytocin receptor (Homo sapiens), P30559. Fluo-8 calcium fluorescence, potentiator mode; 0% = oxytocin EC15, 100% = EC100. activation, % at 3 µM. actives 0.061% (n = 320,000);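 active means activation above that plate's cutoff, the mean activation of tested compounds plus 3 SD, cut at about 6.6% in these data, passing the limit was not always enough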;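 further: 100% uses oxytocin at 75 nM as the full agonist control; some results filed as inactive read as strong as hits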
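test system = CHO-OTR cells, human receptor | compound = single-point 3.0 µM | schedule = 6 min compound pre-incubation at room temperature, 100 s kinetic read | signal = Fluo-8 no-wash calcium dye fluorescence, excitation 470-495 nm, emission 515-575 nm | repeats = single well per compound, singlicate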
TAAR1 antag: human TAAR1 antagonists, primary screen, Fluo-8 calcium fluorescence, CHO RD-HGA16 cells | Trace amine-associated receptor 1 (Homo sapiens), Q96RJ0 | antagonist | inhibition, % at 3 µM | actives 1.5% (n = 360,000);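 active means inhibition above a per-plate cutoff, the mean inhibition of test compounds on that plate plus 3 SD, cut at about 49% in these data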;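 further: 0% = DMSO plus EC80 beta-PEA response and 100% = DMSO alone without agonist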
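Assay system: RD-HGA16 CHO cells with stable hTAAR1 and Gα16 / Reagent: EC80 β-phenethylamine stimulus / Doses: 3 µM, single point / Timing: dye loading 75 min at 37 °C, then 30 min room temperature / Measured by: Fluo-8 intracellular calcium dye fluorescence, real-time kinetic reads / Controls: vehicle wells and EC80 agonist wells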
M1 ag: human M1 muscarinic receptor agonists, primary screen, Fluo-8 calcium fluorescence, CHO-K1 cells, HTS; Muscarinic acetylcholine receptor M1 (Homo sapiens), P11229; CHO-K1 hM1, agonist mode; 0% DMSO, 100% acetylcholine EC100; activation, % at 3 µM; actives 0.33% (n = 360,000);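 active means activation above the run's mean compound activation plus 3 SD, cut at about 16% in these data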;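 further: peak over basal fluorescence ratio within a 140 s kinetic read after compound addition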
Target sequence (P11229 whole entry, looked up): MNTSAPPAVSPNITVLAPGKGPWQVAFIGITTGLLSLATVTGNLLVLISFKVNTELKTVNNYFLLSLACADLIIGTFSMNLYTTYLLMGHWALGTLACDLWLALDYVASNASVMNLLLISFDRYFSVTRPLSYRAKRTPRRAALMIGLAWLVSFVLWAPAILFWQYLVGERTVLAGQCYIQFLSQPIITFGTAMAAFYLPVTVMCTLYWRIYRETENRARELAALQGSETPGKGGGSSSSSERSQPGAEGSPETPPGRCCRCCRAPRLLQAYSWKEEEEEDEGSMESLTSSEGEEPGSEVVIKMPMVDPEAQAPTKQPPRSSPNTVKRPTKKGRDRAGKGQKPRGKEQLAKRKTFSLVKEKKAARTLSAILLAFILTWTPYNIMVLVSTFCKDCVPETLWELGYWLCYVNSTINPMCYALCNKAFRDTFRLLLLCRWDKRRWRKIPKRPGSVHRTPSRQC
CHO parental Ca: ATP-evoked calcium signal inhibitors, parental CHO, primary screen, counter-screen for OX1R antagonist project, cell-based, fluorescence, Fluo-8 calcium dye; parental CHO-K1, ATP-induced calcium, Fluo-8 fluorescence; inhibition, % at 5.6 µM; actives 0.63% (n = 330,000); AID 463079, 2010;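 active means inhibition above that plate's mean sample inhibition plus 3 SD, cut at about 26% in these data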;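 further: 0% = ATP-challenged DMSO wells and 100% = DMSO wells without ATP; some compounds past the cut are filed as inactive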
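Material: Parental CHO cells | Reagent: ATP | Compound dosing: Single nominal dose of 5.6 µM per compound | Detection: Intracellular calcium via Fluo-8 no-wash fluorescent dye | Read-out: % inhibition of ATP-induced calcium mobilization | Benchmarks: Low control ATP plus DMSO, high control DMSO only | Replicates: Singlicate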
V1R ag counter: agonists of human V1a receptor, primary screen, counter-screen for OXTR agonist project, fluorescence, CHO-V1R cells; Vasopressin V1a receptor (Homo sapiens), P37288; Fluo-8 calcium fluorescence, agonist mode; 0% DMSO, 100% 3 nM vasopressin; activation, % at 3 µM; actives 0.25% (n = 320,000); AID 2797, 2010;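 active means activation above the mean activation of all tested compounds plus 3 SD, per screening run, cut at about 20% in these data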;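 further: signal is peak over basal fluorescence ratio across a 100 second FLIPR read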
Target sequence (P37288 whole entry, looked up): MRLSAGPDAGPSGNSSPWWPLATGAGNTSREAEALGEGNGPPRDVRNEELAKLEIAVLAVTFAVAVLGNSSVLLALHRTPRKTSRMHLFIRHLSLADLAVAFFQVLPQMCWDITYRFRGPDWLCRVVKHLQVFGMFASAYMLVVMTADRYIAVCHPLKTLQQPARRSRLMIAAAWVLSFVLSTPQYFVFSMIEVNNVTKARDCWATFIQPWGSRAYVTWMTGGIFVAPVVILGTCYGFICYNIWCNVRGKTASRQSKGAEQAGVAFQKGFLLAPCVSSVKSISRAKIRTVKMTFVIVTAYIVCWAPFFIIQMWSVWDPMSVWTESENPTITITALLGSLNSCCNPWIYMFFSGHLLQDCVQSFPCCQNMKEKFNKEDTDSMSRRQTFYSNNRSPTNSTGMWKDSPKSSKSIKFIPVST
M1 PAM: human M1 muscarinic receptor positive allosteric modulators, primary screen, CHO-K1 cells, Fluo-8 calcium fluorescence, 1536-well | Muscarinic acetylcholine receptor M1 (Homo sapiens), P11229 | CHO-K1 hM1, ACh EC20; 0% = ACh EC20, 100% = maximal ACh | activation, % at 3 µM | actives 0.088% (n = 360,000) | AID 588819, 2011; in the data active means activation above about 19%, passing the limit was not always enough
M1 antag: human M1 muscarinic receptor antagonists, primary screen, CHO-K1 cells, Fluo-8 calcium fluorescence, 1536-well; Muscarinic acetylcholine receptor M1 (Homo sapiens), P11229; CHO-K1 hM1, ACh EC80 antagonist; inhibition, % at 3 µM; actives 1.3% (n = 360,000); AID 588852, 2011;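 active means percent inhibition above its own plate's cutoff, namely the mean of that plate's compound wells plus 3 SD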;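 further: peak over basal fluorescence ratio during 140 s after agonist addition; 0% = ACh EC80 plus DMSO and 100% = DMSO alone without agonist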
TAAR1 agonist: human TAAR1 agonists, primary screen, Fluo-8 calcium fluorescence, CHO RD-HGA16 cells | vehicle wells 0%, saturating PEA agonist 100% | Trace amine-associated receptor 1 (Homo sapiens), Q96RJ0 | actives 0.99% (n = 360,000) | activation, % at 3 µM;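 active means activation above the mean activation of all test compounds in the run plus 3 SD, cut at about 38% in these data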
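Test system: RD-HGA16 (CHO) cells co-expressing Gα16 and hTAAR1 | Doses: Single dose, 3 µM | Schedule: 17-24 h seeding, 75 min 37 °C dye, 30 min RT | Evaluation: % activation from peak over basal fluorescence ratio, DMSO-to-PEA scaled | Technique: Kinetic Fluo-8 calcium fluorescence | Benchmarks: Low control DMSO, high control PEA (EC100)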
* marks the source's active call; other numbers are inactive results.

How did Cc1ccc(S(=O)(=O)NCc2ccc(C(=O)NCCc3ccc(S(N)(=O)=O)cc3)cc2)cc1 do in these assays?
OXTR ag: -1.1; OXTR potentiator: -16.9; TAAR1 antag: -15.0; M1 ag: -7.4; CHO parental Ca: 17.2; V1R ag counter: 0.2; M1 PAM: 1.5; M1 antag: -3.5; TAAR1 agonist: 22.1

What do the screens show for `Cc1cccc2sc(N(CCCN(C)C)C(=O)CCS(=O)(=O)c3ccccc3)nc12`?
OXTR ag: 8.2; OXTR potentiator: -9.6; TAAR1 antag: 8.7; M1 ag: -2.7; CHO parental Ca: -12.0; V1R ag counter: 11.6; M1 PAM: 5.1; M1 antag: -6.5; TAAR1 agonist: 15.7

How did Cc1nc2ccn(Cc3ccccc3)c(=O)c2cc1C(=O)N1CCN(c2ccc(F)cc2)CC1 do in these assays?
OXTR ag: 3.6; OXTR potentiator: -6.8; TAAR1 antag: -4.8; M1 ag: -2.0; CHO parental Ca: -28.7; V1R ag counter: 7.2; M1 PAM: 1.4; M1 antag: -6.4; TAAR1 agonist: 0.9

How did CC(=O)Nc1ccc(S(=O)(=O)Oc2ccc(/C=C3\SC(N)=NC3=O)cc2)cc1 do in these assays?
OXTR ag: 0.1; OXTR potentiator: 3.1; TAAR1 antag: 8.4; M1 ag: -7.4; CHO parental Ca: -8.5; V1R ag counter: 0.6; M1 PAM: 3.0; M1 antag: 2.6; TAAR1 agonist: -0.1

What do the screens show for `CCC1CCCCN1CCCNC(=O)c1cn(C)c2ccc(S(=O)(=O)N(C)C3CCCCC3)cc2c1=O` (stereo not drawn)?
OXTR ag: -0.2; OXTR potentiator: -16.7; TAAR1 antag: -32.8; M1 ag: -5.3; CHO parental Ca: 4.1; V1R ag counter: -0.4; M1 PAM: -10.0; M1 antag: 15.1; TAAR1 agonist: 0.8

How did CCOc1ccc(N(C(=O)c2ccc3c(c2)OCO3)C2C=CS(=O)(=O)C2)cc1 (stereo not drawn) do in these assays?
OXTR ag: 0.0; OXTR potentiator: -4.4; TAAR1 antag: -8.2; M1 ag: -3.2; CHO parental Ca: -22.6; V1R ag counter: 1.6; M1 PAM: 4.7; M1 antag: -11.6; TAAR1 agonist: 3.4

How did CCn1cc(C(=O)N[C@@H](CCSC)C(=O)NCCO)c(=O)c2cc3c(cc21)OCO3 do in these assays?
OXTR ag: 0.3; OXTR potentiator: -1.3; TAAR1 antag: 0.3; M1 ag: -2.5; CHO parental Ca: -3.1; V1R ag counter: 0.2; M1 PAM: -2.0; M1 antag: -0.7; TAAR1 agonist: -1.8

How did N=c1c(S(=O)(=O)c2ccc(Cl)cc2)cc2c(=O)n3ccccc3nc2n1Cc1ccco1 do in these assays?
OXTR ag: -0.4; OXTR potentiator: -10.5; TAAR1 antag: -0.9; M1 ag: -8.2; CHO parental Ca: -18.8; V1R ag counter: -0.1; M1 PAM: -2.2; M1 antag: -0.3; TAAR1 agonist: 3.0

How did Cc1cc(C)c(S(=O)(=O)Cc2ccccc2)c(OC(C)C)n1 do in these assays?
OXTR ag: -1.8; OXTR potentiator: -4.9; TAAR1 antag: -13.3; M1 ag: -7.3; CHO parental Ca: -17.8; V1R ag counter: -1.5; M1 PAM: 7.8; M1 antag: -9.0; TAAR1 agonist: 1.2

Results for O=C(NCCCCNC(=O)c1ccccc1Br)c1ccccc1Br ?
OXTR ag: 0.3; OXTR potentiator: -2.6; TAAR1 antag: -24.6; M1 ag: -2.0; CHO parental Ca: -12.8; V1R ag counter: 0.0; M1 PAM: 8.2; M1 antag: -10.9; TAAR1 agonist: 1.2

How did Cn1nc(C(=O)N2CCN(c3ccc([N+](=O)[O-])cc3)CC2)c2c1-c1ccccc1S(=O)(=O)C2 do in these assays?
OXTR ag: 0.9; OXTR potentiator: -2.1; M1 ag: -1.9; CHO parental Ca: -6.7; V1R ag counter: 0.3; M1 PAM: 4.1; M1 antag: 2.5

How did CN(C)c1cccc(C(=O)N(C)C2CCCN(Cc3ccccc3F)C2)c1 (stereo not drawn) do in these assays?
OXTR ag: -0.7; OXTR potentiator: 1.7; TAAR1 antag: -26.4; M1 ag: -5.9; CHO parental Ca: -12.3; V1R ag counter: 0.2; M1 PAM: 12.6; M1 antag: -26.5; TAAR1 agonist: 0.4

Results for O=C(NCC1COc2ccccc2O1)c1ccc(Cl)cc1 (stereo not drawn) ?
OXTR ag: -2.1; OXTR potentiator: -2.0; TAAR1 antag: 21.3; M1 ag: -2.6; CHO parental Ca: -14.3; V1R ag counter: -0.1; M1 PAM: 8.1; M1 antag: -6.5; TAAR1 agonist: 8.8

What do the screens show for `CCOc1ccc(CCNC(=O)Nc2ccccc2)cc1OCC`?
OXTR ag: 0.5; OXTR potentiator: -11.3; TAAR1 antag: -9.5; M1 ag: -2.0; CHO parental Ca: -6.6; V1R ag counter: 4.3; M1 PAM: 5.4; M1 antag: -9.1; TAAR1 agonist: 0.1

Results for Cc1cccc(-c2nc(CCNC(=O)c3ccco3)cs2)c1 ?
TAAR1 antag: 18.9; M1 ag: -1.5; M1 PAM: -10.4; M1 antag: 11.2; TAAR1 agonist: 2.6

Results for O=C(COc1ccccc1)Nc1nnc(-c2ccccc2)o1 ?
OXTR ag: -0.4; OXTR potentiator: -4.9; TAAR1 antag: 5.2; M1 ag: -1.1; CHO parental Ca: -20.9; V1R ag counter: -0.6; M1 PAM: 1.0; M1 antag: 2.7; TAAR1 agonist: 0.0

What do the screens show for `O=C(NCCc1ccccc1)C(=O)NCC1CCCN1S(=O)(=O)c1ccccc1` (stereo not drawn)?
OXTR ag: -1.6; OXTR potentiator: -1.6; TAAR1 antag: 75.7*; M1 ag: -1.7; CHO parental Ca: -13.1; V1R ag counter: 0.0; M1 PAM: -6.8; M1 antag: 16.5; TAAR1 agonist: 58.7*

Results for COC(=O)c1ccc(OC(=O)CCN2C(=O)C3CCCCC3C2=O)cc1 (stereo not drawn) ?
OXTR ag: 0.2; OXTR potentiator: -11.9; TAAR1 antag: 10.2; M1 ag: -3.9; CHO parental Ca: 1.0; V1R ag counter: 0.1; M1 PAM: 13.5; M1 antag: -14.0; TAAR1 agonist: 1.4

How did C=CCn1nnnc1SCC(=O)Nc1cccc(C(F)(F)F)c1 do in these assays?
OXTR ag: 0.3; OXTR potentiator: -0.7; TAAR1 antag: 5.8; M1 ag: -2.8; CHO parental Ca: -3.5; V1R ag counter: -0.2; M1 PAM: 5.4; M1 antag: 0.2; TAAR1 agonist: -0.1

What do the screens show for `CCOc1ccc(N(CC(=O)N2CCN(c3ccccc3)CC2)S(=O)(=O)c2c(C)noc2C)cc1`?
OXTR ag: -1.4; OXTR potentiator: 5.5; TAAR1 antag: -14.2; M1 ag: -0.1; CHO parental Ca: -18.0; V1R ag counter: -0.9; M1 PAM: 2.2; M1 antag: -6.8; TAAR1 agonist: -1.6

Results for COc1cc(CN2CC(C)CC(C)C2)cc([N+](=O)[O-])c1O (stereo not drawn) ?
OXTR ag: -0.2; OXTR potentiator: -1.9; TAAR1 antag: -3.6; M1 ag: -4.5; CHO parental Ca: -3.0; V1R ag counter: 0.9; M1 PAM: 4.8; M1 antag: -2.5; TAAR1 agonist: 1.8

How did Cc1c(C(=O)Nc2ccc3c(c2)OCCO3)sc2nc(-c3ccccc3)cn12 do in these assays?
OXTR ag: 8.0; OXTR potentiator: -13.2; TAAR1 antag: 64.4*; M1 ag: 0.2; CHO parental Ca: 45.6*; V1R ag counter: 5.5; M1 PAM: -24.5; M1 antag: 41.7*; TAAR1 agonist: 10.5

What do the screens show for `O=C(Nc1ccncc1)c1ccccc1-c1ccccc1`?
OXTR ag: -0.6; OXTR potentiator: -8.3; TAAR1 antag: -14.4; M1 ag: -10.8; CHO parental Ca: -7.2; V1R ag counter: 0.5; M1 PAM: 11.7; M1 antag: -9.9; TAAR1 agonist: 3.1

Results for O=C(Nn1cnnc1)c1cc(Cl)cc(Cl)c1 ?
OXTR ag: -0.3; OXTR potentiator: -14.4; TAAR1 antag: -7.1; M1 ag: 0.4; CHO parental Ca: -3.2; V1R ag counter: 0.5; M1 PAM: -5.0; M1 antag: 15.9; TAAR1 agonist: 7.0

What do the screens show for `Cc1ccc(/C=N/NC(=O)c2cc(-c3ccc(C)o3)[nH]n2)cc1`?
OXTR ag: -0.7; OXTR potentiator: -9.4; TAAR1 antag: -6.6; M1 ag: -1.2; CHO parental Ca: -3.5; V1R ag counter: 0.9; M1 PAM: -5.3; M1 antag: 11.7; TAAR1 agonist: 3.5

How did O=C(Nc1ccc(Cl)c(Cl)c1)N(CCCN1CCOCC1)Cc1cccnc1 do in these assays?
OXTR ag: 2.9; OXTR potentiator: -2.5; TAAR1 antag: -0.3; M1 ag: -3.1; CHO parental Ca: -12.2; V1R ag counter: 1.1; M1 PAM: 11.2; M1 antag: -34.1; TAAR1 agonist: 6.1

How did NC(=S)N=Nc1c(O)[nH]c2c(Cl)cc(Cl)cc12 do in these assays?
TAAR1 antag: 2.3; M1 ag: -4.4; M1 PAM: 6.8; M1 antag: -9.7; TAAR1 agonist: 0.1

What do the screens show for `Cc1csc(SCC(=O)Nc2nccs2)n1`?
OXTR ag: 0.4; OXTR potentiator: -0.3; TAAR1 antag: -14.7; M1 ag: -1.8; CHO parental Ca: -12.5; V1R ag counter: 1.4; M1 PAM: 0.6; M1 antag: 3.1; TAAR1 agonist: 3.0

What do the screens show for `O=C(NCCN1CCOCC1)C1CC(=O)N(c2ccc(F)c(Cl)c2)C1` (stereo not drawn)?
OXTR ag: 0.0; OXTR potentiator: -0.1; TAAR1 antag: -9.6; M1 ag: -11.1; CHO parental Ca: -4.8; V1R ag counter: 0.1; M1 PAM: 2.3; M1 antag: -5.0; TAAR1 agonist: 3.7

From PubChem BioAssay

Rows are unselected. Share with any hit: about 3.7%.
